ASAP1 inh: inhibitors of human ASAP1 ArfGAP activity; Q9ULH1; ASAP1-stimulated ARF1 GTP hydrolysis, GDP FP detection; inhibition, % at 16.5 µM; 360,000 compounds, 0.19% hits; in the data active means inhibition above about 25%;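 further: 0% = vehicle with enzyme and substrate and 100% = no enzyme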
PLCg1 inh: blocks human PLC-gamma1 enzyme activity; P19174; 370,000 compounds, 0.84% hits; AID 720700; purified PLC-gamma1, fluorogenic substrate, fluorescence; inhibition, % at 12.2 µM; in the data active means inhibition above about 9.5%
Target sequence (P19174 whole entry, looked up): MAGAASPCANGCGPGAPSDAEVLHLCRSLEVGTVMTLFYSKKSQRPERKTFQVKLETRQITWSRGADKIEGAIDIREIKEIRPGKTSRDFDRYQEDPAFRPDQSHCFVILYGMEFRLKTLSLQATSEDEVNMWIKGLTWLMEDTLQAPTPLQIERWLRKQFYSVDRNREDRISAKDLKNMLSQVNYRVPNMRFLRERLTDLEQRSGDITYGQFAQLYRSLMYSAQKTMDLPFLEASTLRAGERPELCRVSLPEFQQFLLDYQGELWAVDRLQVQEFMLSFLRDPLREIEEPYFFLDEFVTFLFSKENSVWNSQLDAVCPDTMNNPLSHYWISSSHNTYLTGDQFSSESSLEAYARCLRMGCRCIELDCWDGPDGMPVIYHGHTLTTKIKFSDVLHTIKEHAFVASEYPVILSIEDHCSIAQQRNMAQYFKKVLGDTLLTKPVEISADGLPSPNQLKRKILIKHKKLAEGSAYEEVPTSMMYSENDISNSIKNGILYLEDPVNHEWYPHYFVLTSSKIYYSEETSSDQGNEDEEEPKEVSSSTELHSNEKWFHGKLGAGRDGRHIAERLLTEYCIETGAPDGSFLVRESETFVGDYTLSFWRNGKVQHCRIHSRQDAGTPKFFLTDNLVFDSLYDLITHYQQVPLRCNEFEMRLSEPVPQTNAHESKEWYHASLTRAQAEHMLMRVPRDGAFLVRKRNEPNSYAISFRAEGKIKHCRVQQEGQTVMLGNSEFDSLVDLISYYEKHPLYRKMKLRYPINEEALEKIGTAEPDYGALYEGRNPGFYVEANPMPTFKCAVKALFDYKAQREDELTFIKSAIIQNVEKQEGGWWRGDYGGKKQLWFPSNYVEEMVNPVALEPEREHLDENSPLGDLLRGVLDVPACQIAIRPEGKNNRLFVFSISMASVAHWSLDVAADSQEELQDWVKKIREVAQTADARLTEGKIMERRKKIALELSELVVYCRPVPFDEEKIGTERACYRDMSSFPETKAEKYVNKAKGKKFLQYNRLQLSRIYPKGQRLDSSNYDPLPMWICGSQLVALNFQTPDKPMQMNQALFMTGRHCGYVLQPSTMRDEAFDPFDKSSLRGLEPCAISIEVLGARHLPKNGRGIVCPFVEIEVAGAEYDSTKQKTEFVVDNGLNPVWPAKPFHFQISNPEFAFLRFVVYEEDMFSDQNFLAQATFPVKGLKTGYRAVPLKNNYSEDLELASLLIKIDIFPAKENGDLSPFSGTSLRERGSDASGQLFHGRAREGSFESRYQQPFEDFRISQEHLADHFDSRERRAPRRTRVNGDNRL
NR1D1 modulator: modulates human Rev-erb alpha binding to DNA; P20393; Rev-erbα–FITC-DNA binding, fluorescence polarization, 90 min; activity, % at 10 µM; 370,000 compounds, 0.79% hits;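 active means activity above about 14%, limit read from the data; passing the limit was not always enough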;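 further: 0% = DMSO wells with 35 nM protein and 100% = DMSO wells with 750 nM protein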
UHRF1 MBD2 ctr: human UHRF1 methylated DNA binding inhibitors. UHRF1 binding to methylated oligo, TR-FRET. inhibition, % at 4.4 µM. AID 687016. 370,000 compounds, 0.75% hits; in the data active means inhibition above about 21%;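 further: UHRF1 SRA domain binding a hemimethylated CpG hairpin DNA probe; 0% = median of test compound wells and 100% = reference inhibitor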
Tn6 DDE FP: DD(E)-Tn6 binding inhibition, primary FP screen. P02675. Fibrin DD(E) TRITC-Tn6 fluorescence polarization displacement. inhibition, % at 8.3 µM. 370,000 compounds, 0.21% hits;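 active means inhibition above a per-campaign cutoff: mean of compounds within control limits plus 3 SD, cut at about 15% in these data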;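 further: 0% = median of all compound wells on the plate and 100% = blocking peptide control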
ARFGAP1 inh: inhibitors of rat ARFGAP1; 360,000 compounds, 0.26% hits; inhibition, % at 16.5 µM; AID 651572; Arfgap1-stimulated ARF1 GTP hydrolysis, GDP FP detection;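 active means inhibition above a per-plate limit, mean inhibition of low control wells plus 3 SD, cut at about 25% in these data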;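 further: 0% = DMSO wells with enzyme and 100% = wells lacking Arfgap1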
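material = rat Arfgap1 catalytic domain, aa 1-136 | also added = human ARF1(Δ1-17)-GTP substrate | compound dosing = one concentration, 16.5 µM, DMSO 1.26% | times = GTP hydrolysis reaction 2 h at 25 °C | measured by = FP, GDP Alexa 633 tracer displaced from anti-GDP antibody, 620/688 nm | evaluation = percent inhibition of Arfgap1-stimulated GTP hydrolysis | replication = single well per compound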
HGIII-sPLA2 inh: Blocks human group III sPLA2 activity. Q9NZ20. QFRET BODIPY PC-A2 liposome hydrolysis, fluorescence. inhibition, % at 12.2 µM. 370,000 compounds, 0.56% hits. AID 743126;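 active means inhibition above mean plus 3 SD of compounds lying within the high and low control bounds, cut at about 19% in these data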;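 further: 0% = median of test compound wells and 100% = no enzyme DMSO wells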
KLK7 zymogen act: activates the human kallikrein-7 zymogen; 370,000 compounds, 0.9% hits; purified proKLK7, EDANS-DABCYL substrate fluorescence; 100% is mature enzyme control, 0% vehicle; activation, % at 7 µM;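 active means activation above the mean of all tested compounds plus 3 SD, computed per campaign excluding outliers beyond control limits, cut at about 13% in these data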
PLCb3 inh: blocks human PLC-beta3 enzyme activity | Q01970 | Purified PLC-beta3, fluorogenic substrate, fluorescence | inhibition, % at 12.2 µM | 370,000 compounds, 0.18% hits | AID 720704; in the data active means inhibition above about 11%;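 further: 0% = median of compound wells on plate and 100% = full blocker control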
Tn7 DDE FP: inhibitors of Tn7 peptide binding to human fibrin DD(E); 370,000 compounds, 0.13% hits; P02675; FP displacement of FITC-Tn7 peptide from fibrin DD(E); 0% = median of compound wells per plate; inhibition, % at 8.3 µM; AID 720508;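 active means inhibition above the mean of compounds falling within the control limits plus 3 SD of them, cut at about 14% in these data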;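 further: 0% = plate median of compound wells and 100% = 10 µM Aha-Tn7 peptide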
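System: human fibrin DD(E); quantity: Fibrin-DD(E) at 2 µM final; also added: fluorescent Tn7 probe at 0.1 µM; compound dosing: single nominal test concentration of 8.3 µM per compound; schedule: 10 min preincubation, 3 h with tracer, room temperature; detection: fluorescence polarization of the labelled Tn7 tracer; repeats: one replicate per compound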
Active calls of the source: *; · = not tested or not shown.

item	canonical_smiles	ASAP1 inh	PLCg1 inh	NR1D1 modulator	UHRF1 MBD2 ctr	Tn6 DDE FP
1	COc1ccc(C(=O)N/N=C(\C)CC(=O)Nc2ccc3c(c2)OCCO3)c(OC)c1	-10	2	-6	-1	3
2	CCOc1ccccc1N(C(=O)c1snc(C(N)=O)c1N)C(C(=O)NC1CCCC1)c1ccco1 (stereo unspecified)	6	-59	0	-3	-5
3	CCOC(=O)c1ccc(NC(=O)Cn2cnc3cc(C)c(C)cc32)cc1	-1	-1	2	0	-2
4	Cc1cc(C)n(-c2ccc(C(=O)N3CCC(CO)(Cc4ccccc4)CC3)cc2)n1	3	4	-2	4	-6
5	CN(CCC#N)C(=S)Nc1ccc(S(=O)(=O)N2CCOCC2)cc1	9	2	3	1	-4
6	CCCNC(=O)NC(=O)COC(=O)c1ccc(OC)c(S(=O)(=O)N2CCCc3ccccc32)c1	9	0	-4	-2	1
7	c1ccc2nc(-c3nc4ccccc4[nH]3)ccc2c1	10	-103	6	-5	0
8	CCCn1nc(C(=O)Nc2cc(S(=O)(=O)Nc3ccc(OC)cc3)ccc2O)c2ccccc2c1=O	-6	1	0	-3	2

item	ARFGAP1 inh	HGIII-sPLA2 inh	KLK7 zymogen act	PLCb3 inh	Tn7 DDE FP
1	5	-3	-0.6	-4	-3
2	-10	-7	0.5	-78	-2
3	-1	-2	-0.1	-6	2
4	0	4	0.7	1	-7
5	8	1	0.1	1	-6
6	13	-17	0.5	0	1
7	8	1	-5.8	-132	4
8	8	-14	0.4	1	5

(listing goes on)
item	canonical_smiles	ASAP1 inh	PLCg1 inh	NR1D1 modulator	UHRF1 MBD2 ctr	Tn6 DDE FP
9	CCN(CC)CCOC(=O)c1ccc(N/C=C(/C#N)c2nc(-c3cccc(OC)c3)cs2)cc1	0	2	-2	0	-1
10	c1ccc(CNc2ncnc3sccc23)cc1	7	-4	3	-4	2
11	COc1ccccc1NS(=O)(=O)c1ccc(OC)c(OC)c1	-14	2	-4	-1	-4
12	CCOc1ccccc1NC(=O)NCCCCc1ccccc1	0	-4	0	3	6
13	CCC1=C(OC(=O)N(CC)CC)N2C(=O)OC(=NCCc3c[nH]c4ccccc34)[C@]2(Cc2ccccc2)[C@H]2C1=CC[C@H]1C(=O)NC(=O)[C@H]12	7	0	1	-3	-2
14	CCOC(=O)c1ccc(P(=O)(c2ccccc2)c2ccccc2)cc1	-4	0	3	0	3
15	CCC(C(=O)N1CCOCC1)n1nc(C)c2c(C)n(-c3ccccc3)nc2c1=O (stereo unspecified)	-9	0	-4	3	-5
16	O=C(c1ccc(=O)n(Cc2ccc(Cl)c(Cl)c2)c1)N1CCOCC1	-16	-2	0	-2	-1

item	ARFGAP1 inh	HGIII-sPLA2 inh	KLK7 zymogen act	PLCb3 inh	Tn7 DDE FP
9	-1	4	0.4	-5	-4
10	0	-2	0.2	-13	-1
11	-5	-5	-0.2	2	-6
12	8	1	-0.3	-6	1
13	10	-69	-0.6	1	5
14	-3	-4	-0.1	-73	-1
15	2	10	0.3	-16	-1
16	0	-2	0.2	5	-1

Reformatted in markdown: 3 of the compounds above.
| entry | compound | ASAP1 inh | PLCg1 inh | NR1D1 modulator | UHRF1 MBD2 ctr | Tn6 DDE FP | ARFGAP1 inh | HGIII-sPLA2 inh | KLK7 zymogen act | PLCb3 inh | Tn7 DDE FP |
| --- | --- | --- | --- | --- | --- | --- | --- | --- | --- | --- | --- |
| 10 | c1ccc(CNc2ncnc3sccc23)cc1 | 7 | -4 | 3 | -4 | 2 | 0 | -2 | 0.2 | -13 | -1 |
| 11 | COc1ccccc1NS(=O)(=O)c1ccc(OC)c(OC)c1 | -14 | 2 | -4 | -1 | -4 | -5 | -5 | -0.2 | 2 | -6 |
| 12 | CCOc1ccccc1NC(=O)NCCCCc1ccccc1 | 0 | -4 | 0 | 3 | 6 | 8 | 1 | -0.3 | -6 | 1 |

The results go on:
item	canonical_smiles	ASAP1 inh	PLCg1 inh	NR1D1 modulator	UHRF1 MBD2 ctr	Tn6 DDE FP
17	O=C(O)c1cnc(-c2ccccc2)nc1Sc1ccc(Cl)cc1	-9	0	-1	0	-6
18	COCCNC(=O)c1onc(CCl)c1C(=O)OC	-12	4	-1	2	3
19	Cc1ccc(S(=O)(=O)c2cc3ccccc3oc2=Nc2ccc3c(c2)OCO3)cc1	-11	-2	4	1	-1
20	CNC(=O)C12CCC(C)(c3nc4cc(C)c(C)cc4nc31)C2(C)C (stereo unspecified)	0	-1	-2	-3	-1
21	COc1ccc(OC)c(-n2c(=S)[nH]c3cc(C(=O)NCCCN4CCCC4=O)ccc3c2=O)c1	-4	0	-1	0	-6
22	O=C(N/N=C/C=C/c1ccccc1[N+](=O)[O-])c1cc(-c2cccnc2)nc2ccccc12	10	1	-2	-2	0
23	Cc1ccccc1S(=O)(=O)N1[C@@H](c2ccc(Cl)cc2)C(C(=O)O)=CC[C@H]1c1ccc(Cl)cc1	-14	-3	-3	-2	-2
24	COc1ccc(CCN(C)Cc2cccc3ccccc23)cc1OC	-6	4	1	0	-4

item	ARFGAP1 inh	HGIII-sPLA2 inh	KLK7 zymogen act	PLCb3 inh	Tn7 DDE FP
17	-3	-1	0.2	-1	2
18	0	-2	-0.2	-5	-2
19	-6	0	0.2	-1	3
20	-14	3	0.5	2	3
21	5	6	-0.5	0	2
22	5	6	-0.1	1	-4
23	-17	-45	-0.2	-4	0
24	13	-6	0.9	-2	2

Entries above that have a cyano group, in the order listed:
item	canonical_smiles	ASAP1 inh	PLCg1 inh	NR1D1 modulator	UHRF1 MBD2 ctr	Tn6 DDE FP
5	CN(CCC#N)C(=S)Nc1ccc(S(=O)(=O)N2CCOCC2)cc1	9	2	3	1	-4
9	CCN(CC)CCOC(=O)c1ccc(N/C=C(/C#N)c2nc(-c3cccc(OC)c3)cs2)cc1	0	2	-2	0	-1

item	ARFGAP1 inh	HGIII-sPLA2 inh	KLK7 zymogen act	PLCb3 inh	Tn7 DDE FP
5	8	1	0.1	1	-6
9	-1	4	0.4	-5	-4

(next part)
item	canonical_smiles	ASAP1 inh	PLCg1 inh	NR1D1 modulator	UHRF1 MBD2 ctr	Tn6 DDE FP
25	CCOc1ccccc1/C=C(\C#N)C1=CCCC1	-6	0	2	2	-3
26	COc1ccc(/C=C/C(=O)NCc2ccccn2)cc1	-1	1	-2	-1	-3
27	Nc1c(-c2cccs2)cnc2c(-c3ccc(F)cc3)cnn12	-8	-191	35*	-2	8
28	O=C(CN1CCCC1)Nc1ccccc1C(=O)c1ccccc1	-10	-57	-2	-1	7
29	CCN(CC(=O)Nc1c(F)cccc1F)C(=O)c1ccc(OCc2c(C)noc2C)cc1	-7	5	-1	1	-5
30	COc1ccc(-n2c(Cc3cccs3)nnc2SCC(=O)Nc2ccc(OCc3ccccc3)cc2)cc1	·	3	3	2	2
31	CCn1c(C)c(C)c2cc(C(=O)NCCCN3CCOCC3)ccc21	4	-15	2	1	9
32	O=C(NCCCn1ccnc1)c1ccc(Cl)c(S(=O)(=O)N2CCOCC2)c1	-9	2	0	-7	1

item	ARFGAP1 inh	HGIII-sPLA2 inh	KLK7 zymogen act	PLCb3 inh	Tn7 DDE FP
25	4	-1	0.0	-7	3
26	15	11	0.5	-2	3
27	0	5	-65	-252	8
28	1	1	0.4	-92	-1
29	3	-1	0.1	-4	-3
30	·	-20	0.7	-5	-1
31	11	1	-0.3	-29	-2
32	-6	3	-0.6	2	-6

As entered above.
no. 28 @ PLCg1 inh: -57
no. 26 @ NR1D1 modulator: -2
no. 29 @ KLK7 zymogen act: 0.1
no. 31 @ Tn7 DDE FP: -2
no. 25 @ HGIII-sPLA2 inh: -1
no. 30 @ HGIII-sPLA2 inh: -20
no. 27 @ PLCb3 inh: -252

Next records
item	canonical_smiles	ASAP1 inh	PLCg1 inh	NR1D1 modulator	UHRF1 MBD2 ctr	Tn6 DDE FP
33	CCCCCC(=O)Nc1cccc(C2=NOC3(C2)C[C@@H](C(N)=O)N(C(=O)c2ccc(Cl)cc2)C3)c1 (stereo partly specified)	0	1	0	2	-6
34	O=C(CN1C(=O)CCOc2ccccc21)Nc1cccc(S(=O)(=O)N2CCOCC2)c1	-6	3	-2	-1	3
35	O=C(Nc1ccc2oc(=O)c(C(=O)O)cc2c1)Oc1ccccc1	1	-251	9	4	-5
36	CC(=O)NC1(c2ccccc2)CCN(C(=O)N2CCOCC2)CC1	3	1	3	0	1
37	COc1cccc(/C=C/C(=O)NNC(=O)c2ccncc2)c1	-4	-3	-6	-1	-1
38	CNC[C@@H](CC1CCCCC1)NC[C@H](CC(C)C)NCCc1cccc(C(F)(F)F)c1	15	3	-1	2	-4
39	Cc1cc(C(=O)N/N=C/c2ccc3c(c2)OCO3)c(C)o1	2	1	0	-4	-1
40	O=C(c1cccc2ccccc12)N1CCN(c2ccc([N+](=O)[O-])c(NCc3ccco3)c2)CC1	1	3	1	0	-3
41	CCOC(=O)c1c(C)nc2c(C#N)cnn2c1C	-11	-62	-1	-1	6
42	Cc1ccc(S(=O)(=O)N(CC#N)CC#N)cc1	-1	0	7	3	0
43	COc1ccc(C(=O)NC2CCCCCC2)cc1S(=O)(=O)N1CCCC1	-7	0	3	0	6

item	ARFGAP1 inh	HGIII-sPLA2 inh	KLK7 zymogen act	PLCb3 inh	Tn7 DDE FP
33	-5	-29	-0.1	1	5
34	9	0	0.2	-3	5
35	1	2	100*	-342	3
36	6	-3	-0.7	1	8
37	3	3	0.4	-50	2
38	5	14	0.6	0	0
39	6	-4	0.7	2	-4
40	10	2	-0.2	0	0
41	-3	0	2.6	-64	1
42	2	8	0.3	-3	7
43	15	-3	-0.4	4	-2

Source: PubChem
